Assay outcomes from PubChem.
VHR inh color = VHR1 phosphatase inhibitors, primary screen, biochemical, colorimetric, HTS. Dual specificity protein phosphatase 3 (Homo sapiens), P51452. recombinant VHR phosphatase, colorimetric substrate read-out. inhibition, % at 20 µM. 50,000 tested, 0.7% active. AID 1992, 2009; in the data active = inhibition above about 60%; also: some results filed as inactive read as strong as hits
Target sequence (P51452 whole entry, looked up): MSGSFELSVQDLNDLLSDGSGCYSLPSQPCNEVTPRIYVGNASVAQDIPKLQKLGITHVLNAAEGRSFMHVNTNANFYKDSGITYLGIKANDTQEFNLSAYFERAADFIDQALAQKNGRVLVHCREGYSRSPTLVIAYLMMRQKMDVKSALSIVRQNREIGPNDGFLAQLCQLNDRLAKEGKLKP
Active calls of the source: *; & = joins results of further samples.

A first look (21 entries):
SMILES	VHR inh color
O=C(COc1ccc(Cl)cc1)Oc1ccc2c(c1)oc(=O)c1ccccc12	-19
Cc1ccc(-c2cc(C(=O)Nc3ccncc3)c3ccccc3n2)cc1C	-15
CCOC(=O)C1=C(c2ccccc2)N=c2s/c(=C\c3cccnc3)c(=O)n2C1c1cccc(OC)c1OC (centres undefined)	-15
O=C1S/C(=C\c2ccccc2[N+](=O)[O-])C(=O)N1Cc1ccccc1	-3
CC(=O)OCCNC(=O)/C(=C\c1ccc(Br)cc1)NC(=O)c1ccc(Br)o1	-10
C=CCOC(=O)C1=C(C)NC(C)=C(C(=O)OCC=C)C1c1cccc([N+](=O)[O-])c1	-18
COc1cc2c(cc1NC(=O)c1c(-c3c(F)cccc3Cl)noc1C)oc1ccccc12	9
CC(C)NC(=O)COc1ccc(C=C2C(=O)NC(=O)NC2=O)cc1	-3
O=C(NCCc1ccc(Cl)cc1)C(=O)NCc1ccccc1	-3
CN(C)Cc1c(O)ccc2c1c(-c1ccccc1)nn2-c1ccccc1	5
COc1cc(/C=N/N2CCN(Cc3ccc(Cl)cc3)CC2)cc(OC)c1OC(C)=O	-26
O=C(O)c1cccc(N2C(=O)c3ccc(Br)cc3C2=O)c1	4
N/C(=N\OC(=O)c1ccc2ccccc2c1)c1cccc([N+](=O)[O-])c1	-22
COc1ccc(CCNC(=O)/C=C/c2cc(OC)ccc2OC)cc1	11
Brc1ccc2nc(N3CCNCC3)nc(-c3ccccc3)c2c1	10
CC1=C(C(=O)OCCc2ccccc2)C(c2c(F)cccc2Cl)CC(=O)N1 (centres undefined)	-7
COC(=O)CCC(=O)NCCc1c[nH]c2ccc(OC)cc12	-26
CCOC(=O)c1sc(NC(=O)CCc2ccccc2)nc1C	-4
C=C(C)CN1CCN(S(=O)(=O)c2ccc3c(c2)Cc2cc(S(=O)(=O)N4CCN(CC(=C)C)CC4)ccc2-3)CC1	9
COc1ccc(OC)c(NC(=O)CN(c2ccc(OC)cc2OC)S(C)(=O)=O)c1	4
O=C1C2(c3ccccc3)CN3CN(C2)CC1(c1ccccc1)C3	-28

This part in full, previewed entries included:
SMILES	VHR inh color
O=C(COc1ccc(Cl)cc1)Oc1ccc2c(c1)oc(=O)c1ccccc12	-19
Cc1ccc(-c2cc(C(=O)Nc3ccncc3)c3ccccc3n2)cc1C	-15
CCOC(=O)C1=C(c2ccccc2)N=c2s/c(=C\c3cccnc3)c(=O)n2C1c1cccc(OC)c1OC (centres undefined)	-15
O=C1S/C(=C\c2ccccc2[N+](=O)[O-])C(=O)N1Cc1ccccc1	-3
CC(=O)OCCNC(=O)/C(=C\c1ccc(Br)cc1)NC(=O)c1ccc(Br)o1	-10
C=CCOC(=O)C1=C(C)NC(C)=C(C(=O)OCC=C)C1c1cccc([N+](=O)[O-])c1	-18
COc1cc2c(cc1NC(=O)c1c(-c3c(F)cccc3Cl)noc1C)oc1ccccc12	9
CC(C)NC(=O)COc1ccc(C=C2C(=O)NC(=O)NC2=O)cc1	-3
O=C(NCCc1ccc(Cl)cc1)C(=O)NCc1ccccc1	-3
CN(C)Cc1c(O)ccc2c1c(-c1ccccc1)nn2-c1ccccc1	5
COc1cc(/C=N/N2CCN(Cc3ccc(Cl)cc3)CC2)cc(OC)c1OC(C)=O	-26
O=C(O)c1cccc(N2C(=O)c3ccc(Br)cc3C2=O)c1	4
N/C(=N\OC(=O)c1ccc2ccccc2c1)c1cccc([N+](=O)[O-])c1	-22
COc1ccc(CCNC(=O)/C=C/c2cc(OC)ccc2OC)cc1	11
Brc1ccc2nc(N3CCNCC3)nc(-c3ccccc3)c2c1	10
CC1=C(C(=O)OCCc2ccccc2)C(c2c(F)cccc2Cl)CC(=O)N1 (centres undefined)	-7
COC(=O)CCC(=O)NCCc1c[nH]c2ccc(OC)cc12	-26
CCOC(=O)c1sc(NC(=O)CCc2ccccc2)nc1C	-4
C=C(C)CN1CCN(S(=O)(=O)c2ccc3c(c2)Cc2cc(S(=O)(=O)N4CCN(CC(=C)C)CC4)ccc2-3)CC1	9
COc1ccc(OC)c(NC(=O)CN(c2ccc(OC)cc2OC)S(C)(=O)=O)c1	4
O=C1C2(c3ccccc3)CN3CN(C2)CC1(c1ccccc1)C3	-28
Cc1cc(NC(=O)CCCOc2ccc(Cl)cc2Cl)no1	-10
O=C1C2C3C=CC(C4CC34)C2C(=O)N1c1cc(Cl)cc(Cl)c1 (centres undefined)	-4
Cc1ccc(OCCOCCOc2ccc(Br)cc2/C=N\n2cnnc2)cc1	-5
C=CCN1C(=O)/C(=C\c2ccc(OS(=O)(=O)c3ccccc3)c(OC)c2)SC1=S	-3

New compounds follow
SMILES	VHR inh color
COc1ccccc1C(=O)NNC(=O)c1ccc([N+](=O)[O-])cc1	-4
Cc1nc2ccc(NC(=S)NCCCO)cc2nc1C	-16
CCOc1cc(C=C2C(=O)NC(=O)NC2=O)ccc1OCc1ccccc1	6
CCCN(CCC)c1ccc(/C=N/NC(=O)Cc2ccccc2)cc1	0
O=C(O)c1ccc(N=Cc2ccc([N+](=O)[O-])s2)cc1	-23
CCOc1ccc(C(=O)Nc2ccc(-c3nc4ccccc4s3)c(O)c2)cc1Cl	-10
CCCOc1cccc(C(=O)Nc2cc(NC(=O)c3cccc(OCCC)c3)cc(C(=O)O)c2)c1	-6
CC(=O)c1c(C)oc2ccc(OC(=O)c3cccc(Cl)c3)cc12	-3
NC1=NC2(CCCCC2)N=C(Nc2ccc(Cl)cc2)N1	5
Cc1cc(=O)oc2cc(OC/C(=N\O)c3ccc(Cl)cc3)c(Cl)cc12	106*
O=C(COc1cccc(Cl)c1)Nc1ccc(OCc2ccccc2)cc1	-19
O=C(c1ccc(S(=O)(=O)N2CCCCCC2)cc1)N1CCN(c2ccccc2)CC1	-7
CC(C)NC(=O)CN(c1ccc(Oc2ccccc2)cc1)S(C)(=O)=O	-37
CNC(=S)N(CCc1ccc(OC)c(OC)c1)C1CC(=O)N(c2ccccc2)C1=O (centres undefined)	8
CCOc1ccc(NC(=O)c2ccc(C#Cc3ccccc3)cc2)cc1	-6
COc1ccc(-n2c(/C=C/c3c(C)n(C)c4ccc(OC)cc34)nc3ccccc3c2=O)cc1	3
COc1cc(C(=O)N2CCN(C3CC4CCC3C4)CC2)cc(OC)c1OC (centres undefined)	7
O=C(Nc1ccc(S(=O)(=O)Nc2ncccn2)cc1)c1cccnc1	-1
Cc1[nH]c(=S)c(C#N)c(-c2cccs2)c1C(=O)Nc1ccccc1	4
CC(C)(C)NC(=O)CN(c1ccc(Br)cc1)S(C)(=O)=O	-39
CN1CCN(c2nc3nc(N)[nH]c(=O)c3[nH]2)CC1	-12
Cc1ccc(C)c(S(=O)(=O)Nc2ccc(C)c(C)c2)c1	-20
Cc1c(C(=O)Nc2cc(Cl)cc(Cl)c2)oc2ccccc12	-16
CCOc1cc(OCC)cc(C(=O)Nc2cccc3nsnc23)c1	8
CC(=O)OCCNC(=O)/C(=C\c1ccc(Cl)cc1)NC(=O)c1ccccc1	-3

Next compounds follow:
SMILES	VHR inh color
COC(=O)CN(c1ccc(C)cc1)S(=O)(=O)c1ccc(F)cc1	-3
CCOc1ccc(C2OC3(C(=O)c4ccccc4C3=O)C3C(=O)N(c4ccc(Cl)cc4)C(=O)C23)cc1 (centres undefined)	14
COC(=O)C1=NN(C(=O)c2ccccc2)C(O)(c2ccc([N+](=O)[O-])cc2)C1 (centres undefined)	-25
CCOc1ccc(N2C(=O)NC(=O)/C(=C/c3ccc(-c4ccccc4[N+](=O)[O-])o3)C2=O)cc1	19
O=C(c1ccccc1Cl)N1CCN(CCN2C(=O)c3cccc4cccc(c34)C2=O)CC1	-10
N=C(SC1CC(=O)N(c2cccc3ccccc23)C1=O)N1N=C(c2cccs2)CC1c1ccc(Br)cc1 (centres undefined)	13
CC1=C(C(=O)OCCc2ccccc2)C(c2ccsc2)C2=C(CC(C)(C)CC2=O)N1 (centres undefined)	0
COc1ccc(C(NC(=O)c2ccccc2F)c2ccc(OC)cc2)cc1	-6
COC(=O)C1=C(C)N(C)C(C)=C(C(=O)OC)C1c1ccccc1OC	2
Cc1ccc(C2(c3ccc(C)cc3)CC2C(=O)Nc2ccccc2F)cc1 (centres undefined)	0
CC(C)OC(=O)c1c(NC(=O)C2C3CCC(C3)C2C(=O)O)sc2c1CCCC2 (centres undefined)	-1
CN1C(=O)/C(=C2\SC(=Nc3ccc(F)cc3)NC2=O)c2ccccc21	0
NS(=O)(=O)c1ccc(-c2ccc(/C=C3\SC(=S)N(CCc4ccccc4)C3=O)o2)cc1	-8
Cc1c(C(=O)N(Cc2ccccc2)Cc2ccccc2)cccc1[N+](=O)[O-]	3
COCCN1C(=O)C(=O)/C(=C(/O)c2ccccc2)C1c1ccccc1[N+](=O)[O-] (centres undefined)	1
O=C(Nc1ccc(OC(F)(F)F)cc1)c1ccccc1I	-15
CCOc1ccc(CN2CCN(Cc3cc(Br)ccc3O)CC2)cc1	2
Cc1ccc(OCC(=O)Nc2ccc(N(C)C)cc2)cc1	-11
C=CCn1c(SCC(=O)c2cccs2)nc2sc3c(c2c1=O)CCCC3	-12
O=C(Nc1ccc(OC(F)(F)F)cc1)c1ccc([N+](=O)[O-])cc1	6
C/C(=C\c1ccccc1F)C(=O)c1c(C)cc(C)[nH]c1=O	-1
CN1CCN(C(=O)CC23CC4CC(CC(C4)C2)C3)CC1	-3
Cc1cccc(NCCCC(=O)N/N=C/c2ccco2)c1	-4
CCOC(=O)C/C(C)=N\NS(=O)(=O)c1ccc(Oc2ccc([N+](=O)[O-])cc2)cc1	10
C=CCOc1c(Cl)cc(/C=C2\C(=O)NC(=O)N(c3ccc(C)cc3)C2=O)cc1OC	-10

(more compounds)
SMILES	VHR inh color
CCOc1cccc(C(=O)Nc2ccc(Br)cc2C(=O)O)c1	-13
CCOC(=O)N1CCN(C(=O)c2ccc([N+](=O)[O-])cc2)CC1	1
C=CCNC(=O)C(=O)N/N=C/c1ccc2c(c1)OCCO2	-23
O=C1c2ccccc2-c2ccc(S(=O)(=O)Nc3ccc(S(=O)(=O)Nc4nccs4)cc3)cc21	-23
CC(=O)NC(c1ccc2c(c1)OCO2)c1ccc2cccnc2c1O (centres undefined)	2
O=C1/C(=C\c2ccc(-c3ccc(Cl)c(Cl)c3)o2)SC(=S)N1Cc1ccco1	32
COc1ccc(/C=C(/NC(=O)c2ccccc2)c2nc3ccc(C(F)(F)F)cc3[nH]2)cc1OC	36
CCOc1cc(OCC)cc(C(=O)Nc2ccc(Cl)cc2)c1	-36
CCN(CC)CCn1c2ccccc2n2cc(-c3ccc(C)cc3)nc12	0
Cc1ccc(Cl)cc1NC(=O)CCC1CCCC1	4
Cc1c(NC(=O)c2ccc3c(c2)C(=O)N(N2C(=O)c4ccccc4C2=O)C3=O)cccc1C(=O)O	-54
CCC(=O)NC(c1ccc(N(C)C)cc1)c1ccc2cccnc2c1O (centres undefined)	24
CC(=O)CSc1nnnn1-c1ccccc1	-20
COc1ccc(/C(C)=N\N2CCN(Cc3ccccc3Cl)CC2)cc1OC	7
CCOC(=O)c1c(NC(=S)Nc2ccccc2)sc2c1CCCCC2	-7
COc1ccc(C2Nc3ccccc3C(=O)N2c2ccc(C)cc2)cc1Cn1cc([N+](=O)[O-])cn1 (centres undefined)	3
Cc1cccc(CC2CC(=O)N(CCc3ccc4c(c3)OCO4)C2=O)c1 (centres undefined)	-11
O=C1CCC(=O)N1c1ccc(Oc2cccc(Oc3ccc(N4C(=O)CCC4=O)cc3)c2)cc1	-6
FC(F)(F)c1ccccc1CN1CCN(Cc2ccncc2)CC1	-6
CCOC(=O)c1c(NC(=O)C2CC2)sc(C(=O)Nc2ccccc2F)c1C	14
COc1ccc(NC(=O)c2cccc3c2-c2ccc(I)cc2C3)cc1	-35
Cc1ccc(Cl)cc1N(Cc1ccc(C(=O)NN=C2CCN(C)CC2)cc1)S(=O)(=O)c1ccccc1	-9
CS(=O)(=O)N1CCN(c2ccc([N+](=O)[O-])c(N3CCCC3)c2)CC1	-5
COc1cccc(/C=C2\SC(=S)N(c3cccc(C)c3)C2=O)c1	-15
Cc1c(Cl)cccc1-c1ccc(/C=C/c2cc(C(F)(F)F)[nH]c(=O)n2)o1	20

New compounds follow.
SMILES	VHR inh color
Cc1n[nH]c(C)c1CCCCCOc1ccc(Cl)cc1	8
COc1ccc(NC(=O)Nc2nnc(CC(C)C)s2)cc1	-20
O=C(Nc1cccc(C(F)(F)F)c1)C1CN(S(=O)(=O)c2ccccc2)CCN1S(=O)(=O)c1ccccc1 (centres undefined)	-3
Cc1cc(C=C2C(=O)NC(=S)NC2=O)c(-c2ccccc2)n1-c1ccccc1	17
O=C(c1cccc(OCc2ccccc2)c1)N1CCN(c2ccc([N+](=O)[O-])cc2)CC1	-6
N/C(Cc1ccc(Cl)cc1Cl)=N\OC(=O)COc1ccccc1	-20
Cc1ccc(CNC(=O)Cc2ccc(Br)cc2)cc1	97
Oc1ccc(C(=C(Cl)Cl)c2ccc(O)cc2)cc1	-15
CCc1ccccc1N(CC(=O)O)S(C)(=O)=O	-18
O=C(NC(=O)c1ccccn1)NC(c1ccccc1)c1ccccc1	-82&-13
COCCNCCOc1c(C(C)C)cccc1C(C)C	-22
O=C(Nc1cccc2nsnc12)c1cc2ccccc2o1	-6
O=C(O)c1c(Cl)c(C(=O)O)c(C(=O)O)c(Cl)c1C(=O)O	-2
Cc1ccc(NC(=O)C(=O)NCCN2CCN(Cc3ccc(Br)cc3)CC2)cc1	-16
CCc1ccccc1N(CC(=O)Nc1ccccc1C(=O)OC)S(C)(=O)=O	6
CCC(C)NC(=O)C(=O)NCCc1ccccc1 (centres undefined)	-23
CCOC(=O)N1CCN(C(=O)c2ccc(N(Cc3ccc(Cl)cc3)S(C)(=O)=O)cc2)CC1	1
O=C1c2ccccc2NC(c2ccc(Cl)cc2)N1Cc1ccccc1 (centres undefined)	-6
CCOC(=O)c1ccccc1NC(=O)c1ccc(CN2CCc3ccccc3C2)cc1	2
CCc1ccc2oc(-c3cccc(NC(=O)c4ccc(C)c([N+](=O)[O-])c4)c3)nc2c1	-1
O=C(CC1Sc2ccccc2NC1=O)Nc1ccccc1NC(=O)CC1Sc2ccccc2NC1=O (centres undefined)	-9
CCc1nnc(NC(=O)/C=C/c2ccc3c(c2)OCO3)s1	1
CC(C)(C)c1ccc(-c2nc3cc(NC(=S)NC(=O)c4ccco4)ccc3o2)cc1	-4
CC(Oc1ccccc1)C(=O)Nc1cc(C(=O)Nc2ccccc2)ccc1Cl (centres undefined)	-10

Not all compounds are listed, so the mix of outcomes need not match the whole.
